# p53ts 39C kill – qHTS Screen for Compounds that Selectively Target Cancer Cells with p53 Mutations: Cytotoxicity of p53ts Cells at the Nonpermissive Temperature | H1299-p53A138V viability at 39C, ATP luminescence, 24 h | 130,000 tested, 1.5% active | Potency, µM (titrated, usually from 46.1 µM), without a hit: at the top dose activity change, negative = cell killing, hits mostly cytotoxic; also: nearly all actives have a fitted effect of over 55% in size
# p53ts 32C kill – qHTS Screen for Compounds that Selectively Target Cancer Cells with p53 Mutations: Cytotoxicity of p53ts Cells at the Permissive Temperature | H1299-p53A138V at 32C, ATP luminescence viability, 24 h | Potency, µM (series often up to 46.1 µM), for the others: at the top dose activity change, negative = cytotoxicity, most hits filed as cytotoxic | 130,000 tested, 0.93% active;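 also: 0% = DMSO and -100% = full killing by reference compound; nearly all actives have a fitted effect of over 55% in size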
#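 ATP-content luminescence (ATPlite) read-out after 24 h compound exposure at 32C in H1299-p53A138V cells (600/well). Tested up to 46 uM. Normalized to DMSO (0%) and 100 uM tamoxifen (100% killing); Hill-fit AC50.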
# IkB signaling – IkB Signaling. Potency, µM (top dose mostly 57.1 µM), for the others: at the top dose IkBa stabilization activation. ABC-DLBCL IkBa-CBG/CBR dual luciferase ratio, 4 h; response scale: scaled: untreated 0%, proteasome inhibitor 100%. 110,000 tested, 0.04% active; active = well fitted curve in the direction sought with a large enough effect in the signal ratio, not every such curve was filed as active; inconclusive = small, poorly fitted or top-dose-only effect, or a change in a side signal; the % refers to the signal ratio;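 also: the direction sought is a rising ratio; 0% = basal untreated cells and 100% = reference inhibitor full response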
#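 Luminescence ratio of IκBα-fused green versus native red beetle luciferase in OCI-Ly3 cells, 4 h post-doxycycline with compound; red signal alone, scaled from basal (0%) to zero light (-100%), flagged nonspecific or cytotoxic effects.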
# Peg3 imprint – qHTS Assay for Compounds that Induce Erasure of Genomic Imprints | 110,000 tested, 0.02% active | Potency, µM (highest dose often 60.7 µM), without a hit: at the highest dose activity change, positive = activation, actives largely listed as activators | AID 1948, 2009 | mouse ES Peg3-LacZ reporter, beta-gal luminescence, 40 h;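 also: 0% = negative control wells on the plate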
#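 Each well holds 300 Peg3LacZ-Neo (maternal) female ES cells incubated 40 h at 37C, 5% CO2. LacZ is measured by BetaGlo luminescence, with AC50 and maximum efficacy derived from dose-response curves.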
# The depositor's hits bear a star; ? = inconclusive; / = not tested or not shown; [ ] = another dose, or the depositor's remark. Unless noted, calls follow the shape of the dose curve; as a rule, active = well fitted curve in the direction sought with a large enough effect; inconclusive = small, poorly fitted or top-dose-only effect, or another doubt; inactive = no such curve, though single readings can be large; an effect the other way counts as inactive or inconclusive. Unless noted, % is scaled to controls: 0 for no effect and ±100 for the full control effect; potency is read from the fitted curve at half-maximal effect.
1	CCOC(=O)c1cc(S(=O)(=O)NCc2ccc(OC)cc2)[nH]n1
2	O=C(Cc1cccs1)Nc1ccc(N2CCOCC2)cc1
3	O=C(c1scc2c1CCCC2)N1CCOCC1
4	COc1cc(C2C(C(=O)Nc3ccccc3C)=C(C)Nc3nc(SCc4cc(C)ccc4C)nn32)ccc1O (configuration not stated)
5	CCOC(=O)Cn1nc(C)c(-c2ccccc2)c1N
6	CCn1c(CN2CCN(C)CC2)nc2cc(NC(=O)c3cc(OC)c(OC)c(OC)c3)ccc21
7	CCCCOC(=O)c1ccc(NC(=O)/C(C#N)=C/c2ccc(C)o2)cc1
8	c1cnc2c(SCc3ccc(-c4nnco4)cc3)cccc2c1
Assay by compound | 1 | 2 | 3 | 4 | 5 | 6 | 7 | 8
p53ts 39C kill | 6% | -10% | -2% | ? | 5% | 11% | -1% | ?
p53ts 32C kill | 8% | -21% | -6% | ? | -6% | -6% | 5% | -26%
IkB signaling | 0.1% | 2.4% | -2.2% | -0.4% | 0.7% | ? | ? | -3.4%
Peg3 imprint | -7%[10.9 µM] | -69%[inhibitor] | 12% | -9%[10.9 µM] | -4% | -8%[10.9 µM] | -7%[10.9 µM] | -46%[inhibitor]

9	CC1Cc2ccccc2N1S(=O)(=O)c1cccc(C(=O)OCC(=O)NC2CCS(=O)(=O)C2)c1 (configuration not stated)
10	COc1cc(NC(=O)CN(c2ccc(C)cc2)S(=O)(=O)c2c(C)n[nH]c2C)cc(OC)c1
11	CC(C)=CCC/C(C)=C/COc1c2occc2cc2ccc(=O)oc12
12	Cc1ccc(C)c(S(=O)(=O)NC(CCC(N)=O)C(=O)O)c1 (configuration not stated)
13	COc1ccc(N2CC(NC(=O)COc3ccccc3F)CC2=O)cc1OC (configuration not stated)
14	CCOc1ccccc1NC(=O)Cn1c(=O)n(Cc2ccco2)c(=O)c2cccnc21
15	COc1ccc(NC(=O)c2noc3c2CCCC3)cc1Cl
16	Cc1cccc(NC(=O)CSc2nc3c(c(=O)[nH]2)CN(Cc2ccc4c(c2)OCO4)CC3)c1C
Assay by compound | 9 | 10 | 11 | 12 | 13 | 14 | 15 | 16
p53ts 39C kill | -7% | -14% | -14% | -2% | -13% | 9% | -15% | -3%
p53ts 32C kill | 0% | -6% | 5% | -7% | 8% | 0% | -8% | 4%
IkB signaling | 0.1% | ? | / | -0.1% | 0.8% | -0.3% | ? | ?
Peg3 imprint | -8% | 1% | -13% | 6% | 11%[10.9 µM] | ? | -17%[10.9 µM] | 11%[10.9 µM]

17	COc1ccc(CN(C(=O)c2cnccn2)C(C(=O)NC(C)(C)C)c2cc(OC)c(OC)c(OC)c2)cc1 (configuration not stated)
18	O=C(CN1CCN(c2nc(-c3ccc(F)cc3)cs2)CC1)Nc1ccc2c(c1)OCO2
19	O=C(CCNS(=O)(=O)c1ccc(Cl)cc1)NCc1ccccn1
20	Cc1ccc(NC(=O)CSc2nnc(-c3ccccn3)n2C)cc1
21	O=C(NCC(c1cccnc1)N1CCN(c2ccc(F)cc2)CC1)c1ccccc1 (configuration not stated)
22	CCOc1ccc(-n2c(SCc3nc(-c4cccs4)no3)nnc2-c2ccncc2)cc1
23	Cc1onc(-c2ccccc2Cl)c1C(=O)Nc1nnc(C(C)C)s1
24	Cc1cnc(C(=O)OCC(=O)Nc2oc(-c3ccccc3)c(-c3ccccc3)c2C#N)cn1
Assay by compound | 17 | 18 | 19 | 20 | 21 | 22 | 23 | 24
p53ts 39C kill | -9% | -13% | 3% | 7% | -8% | -8% | 4% | -28%
p53ts 32C kill | -6% | -3% | 6% | 8% | 1% | 1% | 1% | -12%
IkB signaling | / | 6.6% | -0.9% | 1.2% | 1.9% | 1.2% | -0.7% | ?
Peg3 imprint | / | -24% | -14% | -15% | -14% | -3% | -8% | -3%

25	CCN(CC)C(=O)CSc1nnc2[nH]c(=O)cc(C)n12
26	COc1ccc(NC(=O)Nc2ccc3c(c2)N(C)C(=O)CS3)cc1OC
27	CC(=O)Nc1nnc(SCc2cccc(F)c2)s1
28	N=c1c(C(=O)NC2CCCC2)cc2c(=O)n3ccccc3nc2n1CCN1CCOCC1
29	COc1ccc(-c2onc(C)c2C)cc1S(=O)(=O)Nc1cc(Cl)ccc1C
30	CC(=O)c1ccccc1OCCn1nnc(-c2ccc(C)cc2)n1
31	COc1cccc(C(=O)NC2=NC(c3ccccc3F)CC(=O)N2)c1 (configuration not stated)
32	COc1ccc(C[C@@](C)(N)C(=O)O)cc1OC
Assay by compound | 25 | 26 | 27 | 28 | 29 | 30 | 31 | 32
p53ts 39C kill | -5% | -4% | -18% | 0% | -26% | -15% | -5% | 12%[20.6 µM]
p53ts 32C kill | 9% | -4% | 0% | -1% | -2% | -12% | 10% | 1%[20.6 µM]
IkB signaling | -2.6% | 14% | 1.3% | 0.5% | 0.5% | 3.3% | 1.7% | 3.8%[25.6 µM]
Peg3 imprint | 6%[10.9 µM] | -3% | 0% | -11% | -26%[10.9 µM] | -10% | -6%[10.9 µM] | 2%[16.8 µM]

33	Cc1csc2nc(CNS(=O)(=O)c3ccc4c(c3)OCCO4)cn12
34	O=S(=O)(N1CCCCCC1)N1CCN(S(=O)(=O)N2CCOCC2)CC1
35	CC(C)Sc1nc2c(c(=O)[nH]c(=O)n2C)n1Cc1ccc(Cl)cc1
36	O=C(C1CCCN(S(=O)(=O)c2cccc3nsnc23)C1)N1CCN(c2cccc(Cl)c2)CC1 (configuration not stated)
37	COc1ccc(C(=O)CSc2nn3c(=O)c(C(C)(C)C)nnc3s2)cc1
38	COc1ccc(OCc2ccc(-c3nc(C#N)c(NCc4cccnc4)o3)o2)cc1
39	CN(C)Cc1ccccc1-c1ccc2ncnc(NCc3cccs3)c2c1
40	CCOC(=O)C1CCCN(c2ncnc3c2cnn3-c2ccc(C)c(Cl)c2)C1 (configuration not stated)
Assay by compound | 33 | 34 | 35 | 36 | 37 | 38 | 39 | 40
p53ts 39C kill | 2% | 7% | 4% | 0% | -5% | -9% | -10% | -23%
p53ts 32C kill | -5% | 1% | 7% | 2% | -2% | -9% | -12% | 0%
IkB signaling | -0.1% | 1.9% | 0.7% | ? | -1.2% | 5.9% | -2.1%[11.4 µM] | ?
Peg3 imprint | -15% | 2% | -17% | -10%[10.9 µM] | 5% | -11%[10.9 µM] | -19% | -38%[inhibitor][10.9 µM]

41	O=C(Nc1ccc(F)cc1)N1CCN(c2ccc3nnc(-c4ccc(F)cc4)n3n2)CC1
42	COC(=O)c1cc(COC(=O)c2ccc3ccccc3n2)oc1C
43	C#CC(C)(CC)NC(=O)c1cc2c(n(-c3ccc(Cl)cc3)c1=O)CC(C)(C)CC2=O (configuration not stated)
44	Cc1csc2nc(CCNS(=O)(=O)c3cccs3)cn12
45	COc1ccc(S(=O)(=O)N2CCC(C(=O)NC3CC3)CC2)cc1Cl
46	CCOC(=O)c1c(C)c(C(=O)NCc2ccc3c(c2)OCO3)c(C)n1CC
47	O=C(CC1CCCCC1)NC1CCCC1
48	O=c1nc2s/c(=C\c3ccco3)c(=O)n2nc1Cc1ccc(F)cc1
Assay by compound | 41 | 42 | 43 | 44 | 45 | 46 | 47 | 48
p53ts 39C kill | -20% | -15% | 8% | 9% | 0% | 14% | 1% | 7%
p53ts 32C kill | 9% | 10% | 3% | 2% | -8% | -2% | 3% | -8%
IkB signaling | -0.4% | -1.2% | ? | -0.5% | 1.1% | -0.7% | -4.3% | 9.0%
Peg3 imprint | -19%[10.9 µM] | -7% | 21%[10.9 µM] | -5% | 6% | -12% | -19% | -9%

49	CCOc1ccc(/C(O)=C2\C(=O)C(=O)N(CCN(C)C)C2c2cc(OC)ccc2OC)cc1Cl (configuration not stated)
50	COc1ccc(-c2cc(C(F)(F)F)n3nc(C(=O)Nc4cccc(C(F)(F)F)c4)c(Br)c3n2)cc1
51	O=C(CN1CCN(Cc2ccccc2Cl)C1=O)NCC1CCCO1 (configuration not stated)
52	COc1cc(-c2nc3nc(C)cc(C)n3c2Nc2ccc(Cl)cc2)ccc1O
53	Cc1cc(NC(=O)CCc2ccc(S(=O)(=O)N3CCOCC3)cc2)n(-c2ccccc2)n1
54	CC(=O)NC(CCS(C)(=O)=O)C(=O)Nc1ccccc1Cl (configuration not stated)
55	Nn1c(SCC(=O)Nc2ccccc2F)nc2ccccc2c1=O
56	CCCN1C(=O)CC(c2ccco2)Sc2ccccc21 (configuration not stated)
Assay by compound | 49 | 50 | 51 | 52 | 53 | 54 | 55 | 56
p53ts 39C kill | 9% | -3% | -1% | ? | 42%[activator] | 2% | 14% | -13%
p53ts 32C kill | 7% | -5% | -6% | -22% | -4% | -9% | 6% | 7%
IkB signaling | 2.8% | 2.2% | 0.1% | 7.7% | 1.7% | 0.0% | 0.7% | /
Peg3 imprint | -4% | -13%[10.9 µM] | -3% | -8%[10.9 µM] | -17% | 3% | 1% | /

57	COc1ccc(NC(=O)CSC2=Nc3ccccc3C3=NC(CCC(=O)NCc4cccs4)C(=O)N23)cc1 (configuration not stated)
58	CCOC(=O)C1=C(C)N(CCO)C(=O)NC1c1cccc(O)c1 (configuration not stated)
59	COc1ccc(C(CNC(=O)c2cc(=O)[nH]c3ccccc23)N2CCCC2)cc1 (configuration not stated)
60	O=c1cc(-c2ccccc2)c2ccc(O)c(CN3CCCCC3)c2o1
61	O=C(CSc1nnc(-c2cccs2)o1)N1CCCc2ccccc21
62	Cc1c(Cl)cnc(NC(=O)COC(=O)c2nn(C)c(=O)c3ccccc23)c1Cl
Assay by compound | 57 | 58 | 59 | 60 | 61 | 62
p53ts 39C kill | -5% | -6% | -2% | 3% | 1% | 25%
p53ts 32C kill | 12% | 6% | -10% | 13% | -6% | 10%
IkB signaling | 0.2% | -0.9% | -0.4% | -4.2% | -0.1% | /
Peg3 imprint | -7%[10.9 µM] | -1% | -14% | 11% | -11% | /
